# Source: PubChem
# Chronic BCR inh: inhibitors of chronic active B-cell receptor signaling; ABC-DLBCL IkBa-CBG/CBR reporter, luminescence ratio, 4 h; Potency, µM (highest dose often 46.1 µM), for inactives: at the highest dose ratio change, negative = lower green/red ratio, most hits filed as inhibitors; actives 0.05% (n = 340,000); AID 493014; active means well fitted inhibition curve with a large enough effect in the signal ratio, with a control signal flat, not every such curve was filed as active; inconclusive means small, poorly fitted or top-dose-only effect, or effect the other way, or a change in a side signal; the % refers to the signal ratio;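 further: potency means the concentration at half of the fitted maximal effect; plate controls were basal doxycycline-induced cells for no effect and cells given 10 µM MG132 for full effect; MG132 reads +100%, hits lower the ratio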
#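 Doxycycline induced both beetle luciferases in TMD8 lymphoma cells; IKK-driven degradation limits the IkappaBalpha-fused green signal, while red luminescence normalises for cell number and nonspecific effects. Compounds tested up to 46 uM, 4 hrs.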
# Giardia killer: Giardia lamblia killing. actives 0.15% (n = 340,000). activity change, % at 7.66 µM, hits read low. Giardia lamblia trophozoite viability; in the data active means activity change below about -80%; inconclusive means between about -30% and that limit;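 further: parasites exposed to compound for two days anaerobically before the ATP read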
#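 Compounds were tested on trophozoites seeded at 100 cells/well and held 48 hrs at 37 deg C anaerobically. An ATP-based luminescent kit measured the remaining live cells.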
# hERG WT inh: inhibitors of human wildtype KCNH2 potassium channel; Q12809; U2OS, BacMam KCNH2, thallium flux FluxOr; stronger effect = lower value; activity change, % at 1.84 µM; actives 0.37% (n = 340,000);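 active means maximum activity change below -70%; inconclusive means maximum activity change between -70% and -50%; inactive means maximum activity change above -50%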
#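 U2OS cells transduced with wild-type KCNH2 virus are loaded with FluxOr dye for 45 min, and thallium flux is measured in kinetic reads before and after stimulation buffer. Rate constants are normalized to DMSO controls.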
# USP2a inh: blocks human ubiquitin-specific protease USP2a; O75604; USP2 core, Ub-CHOP2 coupled fluorogenic reporter, 485/531; Potency, µM (top dose mostly 38.3 µM), inactives show top-dose activity change, negative = inhibition, most hits filed as inhibitors; actives 0.01% (n = 330,000);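 further: potency means the concentration at half of the fitted maximal effect; plate controls were DMSO wells for no effect and full inhibition by NEM control for full effect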
# Target sequence (O75604 whole entry, looked up): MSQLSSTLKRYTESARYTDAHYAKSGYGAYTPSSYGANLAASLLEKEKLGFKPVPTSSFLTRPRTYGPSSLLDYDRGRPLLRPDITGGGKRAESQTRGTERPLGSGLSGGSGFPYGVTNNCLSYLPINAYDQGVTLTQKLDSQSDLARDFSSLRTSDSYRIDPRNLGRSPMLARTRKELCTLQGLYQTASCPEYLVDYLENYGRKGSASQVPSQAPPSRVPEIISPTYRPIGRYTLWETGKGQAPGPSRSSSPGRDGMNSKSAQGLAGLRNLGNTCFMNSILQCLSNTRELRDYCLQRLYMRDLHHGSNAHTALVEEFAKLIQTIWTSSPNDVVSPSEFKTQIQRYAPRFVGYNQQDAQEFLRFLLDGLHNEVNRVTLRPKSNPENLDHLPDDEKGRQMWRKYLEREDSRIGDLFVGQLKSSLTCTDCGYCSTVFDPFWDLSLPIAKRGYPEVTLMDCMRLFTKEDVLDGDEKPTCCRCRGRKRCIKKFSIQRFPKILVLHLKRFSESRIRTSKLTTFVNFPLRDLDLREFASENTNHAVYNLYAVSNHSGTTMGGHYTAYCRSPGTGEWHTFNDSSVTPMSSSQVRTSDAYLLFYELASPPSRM
#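 USP2 core (10nM final) preincubated 30min RT with compound in 20mM Tris-HCl pH 8.0, 2mM CaCl2, 2mM beta-mercaptoethanol, 0.05% CHAPS; 25nM Ub-CHOP2 plus 25nM reporter substrate added, fluorescence (Ex485/Em531) read after 60min.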
# B2AR arrestin: beta2AR (human) beta-arrestin recruitment activity; P07550; beta-arrestin recruitment to beta2AR, cell-based reporter; Potency, µM (highest dose often 46.1 µM), for the others: at the highest dose activation, usual class: activators; actives 0.02% (n = 330,000); AID 492947;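 further: potency means the concentration at half of the fitted maximal effect; 0% = DMSO controls and full agonism = EC100 isoproterenol or metaproterenol; nearly all actives have a fitted effect of over 65% in size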
# uPA generation: cell surface uPA generation inhibition; cell surface uPA generation assay, qHTS; Potency, µM (top dose mostly 38.3 µM), for inactives: at the highest dose activity change, negative = inhibition, hits mostly inhibitors; actives 0.31% (n = 330,000); AID 540303; active means well fitted inhibition curve with a large enough effect; inconclusive means small, poorly fitted or top-dose-only effect; inactive means no such curve, though single readings can be large or run the other way; tested in mouse RAW 264.7 cells; further: potency means the concentration at half of the fitted maximal effect; nearly all actives have a fitted effect of over 55% in size
# PKM2 act: increases activity of human pyruvate kinase M2 | P14618 | purified PKM2, Kinase-Glo ATP luminescence, activation; response scale: 0% is enzyme alone, no compound | Potency, µM (highest dose often 57.5 µM), without a hit: at the highest dose activation, hits mostly activators | actives 0.34% (n = 260,000); further: potency means the concentration at half of the fitted maximal effect; nearly all actives have a fitted effect of over 55% in size
#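 hPK-M2, >95% pure; 0.1 mM ADP / 0.5 mM PEP final; imidazole pH7.2 buffer w/ 7 mM MgCl2, 50 mM KCl; 1 h RT; Kinase-Glo lum. Intermediate enzyme activity for dual inhibitor/activator qHTS.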
# KCNH2 3.1 block: inhibitors of human KCNH2 3.1 potassium channel isoform | U2OS KCNH2 3.1, thallium flux FluxOr; stronger effect = lower value | activity change, % (tested at about 1.8 µM) | actives 0.95% (n = 340,000);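 active means maximum activity change below -70%; inconclusive means maximum activity change from -70% to -50%; inactive means maximum activity change above -50%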;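 further: thallium influx rate constant from kinetic fluorescence after stimulation buffer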
#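 Thallium flux via FluxOr fluorescence (Red40 quencher, 45 min loading) in U2OS cells virally expressing the KCNH2 3.1 isoform (1.77 x 10^8 /mL virus, overnight at 37 C). Rate constants from 2-min kinetic reads post-stimulation, normalised to positive and negative controls.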
# FBPA coupling cs: inhibits coupling enzyme system, counter-screen for aldolase hits | coupling enzyme system counterscreen, AmpLite Red fluorescence | activity change, negative = inhibition, % at 58.2 µM, hits read low | actives 0.67% (n = 290,000) | AID 2472; in the data active means activity change below about -30%
#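 Final compound at 57.5 uM, incubated 10 min at RT with coupling enzyme reagent (glyceraldehyde-3-phosphate), then 20 min with substrate and AmpLite Red detection. Fluorescence read at 525/598 nm; tests interference with the coupling assay, not aldolase inhibition.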
# Eya2 inh: Eya2 (human) phosphatase inhibition; actives 0.006% (n = 330,000); O00167; AID 488837; recombinant Eya2, OMFP fluorescence dephosphorylation (OMFP is methylfluorescein phosphate); Potency, µM (doses to about 76.9 µM), without a hit: top-dose activity, negative = inhibition, most hits filed as inhibitors; further: potency means the concentration at half of the fitted maximal effect
#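 Eya2 (0.2 uM) preincubated 10 min at ambient with compound, then OMFP substrate added at 50 uM; 10 min reaction in 50 mM HEPES pH 7.5, 50 mM NaCl, 5 uM MgCl2, 0.05% BSA, 1 mM DTT. Fluorescence read at Ex 485/Em 525 nm.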
# GALK inhibitor: inhibitors of human galactokinase; actives 0.007% (n = 270,000); Purified GALK, Kinase-Glo residual ATP luminescence; P51570; Potency, µM (highest dose often 57.5 µM), for inactives: at the highest dose activity change, negative = inhibition, most hits filed as inhibitors; further: potency means the concentration at half of the fitted maximal effect
# Target sequence (P51570 whole entry, looked up): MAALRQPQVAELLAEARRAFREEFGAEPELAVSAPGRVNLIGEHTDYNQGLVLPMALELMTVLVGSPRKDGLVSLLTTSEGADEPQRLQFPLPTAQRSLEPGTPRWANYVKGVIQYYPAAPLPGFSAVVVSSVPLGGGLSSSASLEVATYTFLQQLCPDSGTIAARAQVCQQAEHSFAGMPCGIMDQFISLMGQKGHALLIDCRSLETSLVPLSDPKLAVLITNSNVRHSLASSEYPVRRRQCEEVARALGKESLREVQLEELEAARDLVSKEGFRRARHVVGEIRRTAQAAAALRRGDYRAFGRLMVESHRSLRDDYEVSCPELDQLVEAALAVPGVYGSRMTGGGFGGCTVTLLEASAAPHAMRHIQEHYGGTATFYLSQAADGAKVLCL
#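 Galactose (100 uM) and ATP (35 uM) were turned over by 5 nM GALK for 1 h at RT. Kinase-Glo Plus then converted the remaining ATP into a luminescent signal.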
# * = called active by the depositor; ? = inconclusive; / = no result given; [ ] = dose if it differs, or a comment. Unless noted, the call rests on the fitted dose curve; in most records, active means well fitted curve in the direction sought with a large enough effect; inconclusive means small, poorly fitted or top-dose-only effect, or another doubt; inactive means no such curve, though single readings can be large; an effect the other way counts as inactive or inconclusive. Unless noted, on the % scale 0 is the no-effect control and ±100 the full control effect.
SMILES,Chronic BCR inh,Giardia killer,hERG WT inh,USP2a inh,B2AR arrestin,uPA generation,PKM2 act,KCNH2 3.1 block,FBPA coupling cs,Eya2 inh,GALK inhibitor
CCOCC(=O)N1CCC(Cc2ccccc2)CC1,-3%,-18,1,2%,0.0%,1%,-2%,-19,6,6%,-2%
O=S(=O)(NCCc1csc(-c2cccnc2)n1)c1cc(F)ccc1F,-15%,-1,-1,0%,-0.6%,?,-3%,3,2,-3%,-2%
O=[N+]([O-])c1cccc(-c2ccc(CN3CCCCC3)o2)c1,-1%,-13,41,-1%,0.4%,-1%,0%,4,0,3%,0%
Cc1ccc(S(=O)(=O)N2CCOC2CNC(=O)C(=O)NCc2ccc3c(c2)OCO3)cc1 (configuration not stated),-7%,16,2,-1%,0.6%,5%,-7%,2,/,0%,0%
CC(=O)C1=C(O)C(=O)N(CCc2c[nH]c3ccccc23)C1c1cccc(O)c1 (configuration not stated),?,-3,0,2%,-0.1%,2%,-6%,-2,4,6%,-2%
CCn1ncc(/C=C/C(=O)NCc2cn(C)nc2C)c1C,-3%,5,1,-1%,-0.1%,/,4%,-20,/,3%,-1%
O=C(CN1C(=O)NC2(CCCCC2)C1=O)N1CCc2ccccc2C1,0%,9,7,3%,0.1%,0%,-2%,-11,1,7%,-3%
COc1ccccc1NC(=O)COc1ccccc1,-6%,-12,-4,3%,0.5%,-12%,-3%,-15,0,7%,2%
COc1ccc(N(C(=O)c2snc(C(N)=O)c2N)C(C(=O)NC2CCCC2)c2cccs2)c(OC)c1 (configuration not stated),-10%,0,-3,4%,-0.4%,-2%,/,-4,-5,-3%,-2%
CCOC(=O)C1CCCN(S(=O)(=O)c2c(C)[nH]c(C)c2C(=O)N2CCCC2)C1 (configuration not stated),3%,-2,-15,2%,0.2%,6%,0%,4,8,-3%,6%
CCCOC(=O)C1C2C=CC(C2)C1C(=O)OCC(=O)c1ccccc1 (configuration not stated),?,8,-36,3%,0.1%,/,-11%,-3,0,-24%,-2%
Cc1ccc(C(=O)N2CCC(C)CC2)cc1S(=O)(=O)N1CCCCC1,1%,-4,0,-1%,-0.9%,-1%,-2%,8,0,13%,4%
CCOC(=O)c1ccc(NC(=S)NC2CCCC2)cc1,?,6,15,3%,-0.8%,4%,9%,-9,0,-16%,4%
C=CCNc1nc(-c2ccccc2)nc(-n2ccnc2)n1,?,1,3,3%,-0.2%,-3%,1%,-8,4,-34%,-2%
COc1ccc(C(=O)NC2CCCCC2)cc1S(=O)(=O)N1CCCC1,1%,-1,15,2%,0.3%,2%,-3%,2,4,3%,6%
O=C(Cn1cc(C(F)(F)F)ccc1=O)N1CCN(S(=O)(=O)c2ccccc2)CC1,-4%,0,9,1%,-0.6%,2%,?,-8,0,-14%,-2%
O=C(Nc1ccc(Br)cc1)C1CC=CCC1C(=O)OCC1CCCO1 (configuration not stated),?,4,-4,1%,-0.6%,7%,4%,13,-10,17%,1%
CCOC(=O)c1ccc(/[N+]([O-])=C/c2ccccc2)cc1,-5%,-5,-9,0%,0.2%,8%,/,-10,/,-3%,/
O=C(Nc1cccc2ccccc12)N1CCN(c2ccccc2)CC1,-2%,-4,-9,2%,-0.1%,0%,2%,0,3,-6%,0%
CCOC(=O)N1CCN(S(=O)(=O)c2ccc(OC)c(Cl)c2Cl)CC1,?,-15,0,-1%,0.0%,2%,17%,-1,5,-34%,2%

# 3 entries picked at random from the list so far:
SMILES,Chronic BCR inh,Giardia killer,hERG WT inh,USP2a inh,B2AR arrestin,uPA generation,PKM2 act,KCNH2 3.1 block,FBPA coupling cs,Eya2 inh,GALK inhibitor
Cc1ccc(C(=O)N2CCC(C)CC2)cc1S(=O)(=O)N1CCCCC1,1%,-4,0,-1%,-0.9%,-1%,-2%,8,0,13%,4%
CCCOC(=O)C1C2C=CC(C2)C1C(=O)OCC(=O)c1ccccc1 (configuration not stated),?,8,-36,3%,0.1%,/,-11%,-3,0,-24%,-2%
C=CCNc1nc(-c2ccccc2)nc(-n2ccnc2)n1,?,1,3,3%,-0.2%,-3%,1%,-8,4,-34%,-2%

# Continued.
SMILES,Chronic BCR inh,Giardia killer,hERG WT inh,USP2a inh,B2AR arrestin,uPA generation,PKM2 act,KCNH2 3.1 block,FBPA coupling cs,Eya2 inh,GALK inhibitor
CCOc1ccc2c(c1)C(c1ccc(C)cc1)=NNC(c1ccc(OC)cc1)=N2,-27%,-13,-40,-2%,0.0%,11%,3%,-94*,-2,-3%,-1%
CCN(CC(=O)Nc1ccccc1Br)Cc1nc2ccccc2c(=O)[nH]1,-15%,36[activator],1,0%,0.4%,6%,-2%,1,-3,-5%,-2%
CCC(Oc1ccccc1)C(=O)Nc1nnc(S(=O)(=O)N2CCCCC2)s1 (configuration not stated),2%,29,17,-5%,0.0%,-3%,/,-5,/,2%,2%
COCCNC(=O)C(c1ccncc1)N(C(=O)Cn1nnc2ccccc21)c1ccc(OC)cc1 (configuration not stated),?,12,-11,-2%,0.0%,-4%,-9%,-21,-6,4%,4%
CN(CC(=O)NCc1ccncc1)S(=O)(=O)c1ccc(F)cc1,-19%,0,63,-2%,-0.1%,2%,1%,-2,3,11%,0%
CCOc1ccc(C(=O)COC(=O)c2c(-c3ccccc3)noc2C)cc1,1%,-6,7,3%,0.3%,-4%,/,-16,/,11%,/
O=c1oc(-c2cccs2)nc2sc3c(c12)CCCCC3,?,-7,-6,-1%,6.1%,-3%,-2%,5,7,-1%,0%
C(=C\c1ccccc1)/CSc1ccccn1,?,5,1,-1%,0.0%,3%,/,-5,-1,7%,2%
Fc1ccccc1N1CCN(C2CCN(Cc3c[nH]c4ccccc34)CC2)CC1,2%,15,72,3%,3.2%,6%,-1%,-29,1,1%[15.4 µM],2%
CC(=O)NC(CCS(C)(=O)=O)C(=O)Nc1cccc(Cl)c1Cl (configuration not stated),14%,8,-5,3%,-0.9%,1%,-1%,-8,-1,19%,1%
Cc1ccc(-c2nc3cccnc3s2)cc1NS(C)(=O)=O,-8%,-29,1,1%,0.0%,-22%,5%,11,1,-10%,-1%
O=C1C=C(c2ccccc2)CC(/C=C/c2ccccc2)C1 (configuration not stated),3%,-5,-10,-1%,0.3%,3%,-8%,-2,-2,1%,/
O=C(Cn1cc2c(n1)CCCC2)N1CCOCC1,15%,-29,2,-1%,-0.2%,10%,-5%,-3,0,1%,1%
O=C(Cn1c(=O)c2cccn2c2ccc(F)cc21)N1CCN(c2ccc(F)cc2)CC1,-10%,21,-5,-1%,0.0%,-3%,/,18,/,0%,-4%
Cc1cc(C)nc(SCc2cn3ccccc3n2)n1,-6%,-16,-5,0%,3.4%,-6%,18%,22,-2,4%,-4%
O=C(CCc1nnc(Cc2ccc3c(c2)OCO3)o1)NC(c1ccccn1)C(F)(F)F (configuration not stated),3%,9,-8,3%,0.3%,-16%,2%,6,0,7%,7%
O=C(COC(=O)CCC(=O)c1ccccc1)Nc1nnc(-c2ccccc2)o1,?,15,11,0%,-0.3%,19%,/,9,/,26%,/
Cc1ccc(C(=O)N/N=C/C=C/c2ccccc2)cc1,-2%,8,12,5%,-1.2%,-2%,-2%,5,3,1%,-3%
COc1nccnc1NS(=O)(=O)c1ccc(N=Cc2c(C)[nH]n(-c3ccc(C)c(C)c3)c2=O)cc1,5%,-23,-1,-4%,2.5%,?,-42%,22,3,-1%,-3%
CC(Oc1cccc([N+](=O)[O-])c1)C(=O)NCCC1=CCCCC1 (configuration not stated),1%,-13,7,0%,-0.2%,6%,/,13,/,-2%,/
CCOC(=O)C(=O)NCC(c1cccs1)S(=O)(=O)c1ccc(Cl)cc1 (configuration not stated),3%,15,15,0%,0.2%,0%,1%,3,-9,-7%,10%
CCOC(=O)C1CCCN(C(=O)CCc2nnc(-c3ccc(C(C)=O)s3)o2)C1 (configuration not stated),4%,-25,-16,5%,0.4%,-3%,-7%,-11,-8,5%,0%
Cc1cc(N2C(=O)C(=O)/C(=C(/O)c3ccc(F)cc3)C2c2cccc(Br)c2)no1 (configuration not stated),-1%,-5,-14,1%,-0.2%,2%,-2%,-14,10,7%,-1%
COc1ccc(F)cc1S(=O)(=O)NCCN1CCOCC1,-1%,-25,1,-1%,-0.1%,-6%,-1%,-4,-2,-3%,-8%
CC(C)c1ccc(-n2nc3ccc(N)cc3n2)cc1,9%,?,-1,0%,7.0%,-16%,4%,-2,-11,0%,-3%
Cn1c(SCC(=O)NC2CC2)nnc1C1CC1,1%,-7,-1,0%,-0.1%,2%,-2%,-2,/,-15%,2%
COC(=O)c1sccc1NC(=O)CC1C(=O)NCCN1C(=O)Nc1ccc(F)cc1F (configuration not stated),-6%,3,7,0%,0.3%,2%,0%,-5,1,-4%,4%
